VP16 counter: counter-screen for ROR gamma inhibitors: Gal4-VP16 reporter; Drosophila S2 Gal4-VP16 UAS-luciferase, luminescence, 20 h; actives 3.5% (n = 310,000); Potency, µM (series often up to 53.6 µM), for inactives: top-dose activity, negative = inhibition, actives largely listed as inhibitors; AID 2546;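 also: Gal4-VP16 expression switched on by copper sulfate through the metallothionein promoter; % is scaled to controls: 0 for no effect and ±100 for the full control effect; nearly all actives have a fitted effect of over 50% in size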
BRCA1 expr up: activators of BRCA1 expression | MCF7-BRCA1-FFLuc reporter, luminescence, 48 h; response scale: scaled: vehicle 0%, 10 µM genistein 100% | Potency, µM (highest dose often 46.1 µM), for inactives: top-dose activation, actives largely listed as activators | actives 1.1% (n = 380,000) | AID 624202; also: nearly all actives have a fitted effect of over 80% in size; some results filed as inactive show a strong effect at the top dose
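Quantitative HTS in MCF7 cells stably reporting BRCA1 expression via firefly luciferase. Compound treatment lasts 48 h at 37 °C in phenol-red free MEM. Activation is expressed relative to genistein at 10 microM and DMSO.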
RORgamma inh: inhibitors of mouse ROR gamma transcriptional activity; actives 5.4% (n = 310,000); Drosophila S2 Gal4-RORgamma UAS-luciferase reporter, 20 h; Potency, µM (titrated, usually from 53.6 µM), without a hit: top-dose activity change, negative = inhibition, hits mostly inhibitors; P51450; also: % is scaled to controls: 0 for no effect and ±100 for the full control effect; nearly all actives have a fitted effect of over 60% in size
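Luminescence from a UAS-regulated Photinus luciferase reporter in stably transfected Drosophila Schneider cells is measured; decreased signal marks ROR gamma inhibition. Fusion expression is induced by 700 uM copper sulfate for 20 hr.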
p53 reactivator: mutant p53 re-activation in reporter cells | H1299 p53-A138V BP100-luciferase reporter, luminescence, 24 h | Potency, µM (highest dose often 92.2 µM), for inactives: at the highest dose activity change, positive = activation, actives largely listed as activators | actives 0.063% (n = 320,000); also: % of control where 0% means no effect; nearly all actives have a fitted effect of over 45% in size
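p53-null H1299 cells stably carrying temperature-sensitive p53-A138V and a BP100-luciferase reporter were pinned with compounds (4-point, 1:5 series) and held 24 hrs at 37 deg C. Luminescence was read 10 min after detection reagent.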
uPA surface inh: blocks generation of uPA at the cell surface | cell surface uPA generation assay, qHTS | Potency, µM (top dose mostly 38.3 µM), for the others: at the highest dose activity change, negative = inhibition, usual class: inhibitors | actives 0.31% (n = 330,000); active = well fitted inhibition curve with a large enough effect; inconclusive = small, poorly fitted or top-dose-only effect; inactive = no such curve, though single readings can be large or run the other way; tested in mouse RAW 264.7 cells; also: % is scaled to controls: 0 for no effect and ±100 for the full control effect; nearly all actives have a fitted effect of over 55% in size
NPC1 promoter act: activates the NPC1 promoter | Huh7 NPC1 promoter luciferase reporter, 24 h | Potency, µM (top dose mostly 9.22 µM), for inactives: at the highest dose activation, actives largely listed as activators | actives 2.4% (n = 320,000);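 also: % of control where 0% means no effect; nearly all actives have a fitted effect of over 60% in size; reporter is driven by a mutant NPC1 promoter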
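Luciferase expression driven by the NPC1 promoter was measured in stably transfected Huh7 cells after a 24 h compound incubation, using a luciferase reagent and a luminescence read.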
ELG1 genotoxic: genotoxicity induction in ELG1-luciferase HEK293T cells | HEK293T ELG1-luciferase reporter, luminescence, 16 h | Potency, µM (doses to about 46 µM), inactives show at the top dose activity change, positive = activation, usual class: activators | actives 1.3% (n = 330,000) | AID 504466; also: % of control where 0% means no effect; nearly all actives have a fitted effect of over 60% in size
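After overnight (16 hr) compound treatment at 37 °C, ELG1-luciferase HEK293T cells were lysed with ONE-Glo; luminescence quantified 30 min later at room temperature.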
MBNL1-CUG inh: inhibitors of human MBNL1 binding to CUG repeat RNA; Q9NR56; TR-FRET MBNL1-His/biotin-(CUG)12 binding, 665/545 ratio; Potency, µM (top dose mostly 57.5 µM), without a hit: top-dose activity change, negative = inhibition, actives largely listed as inhibitors; actives 0.036% (n = 280,000); AID 2675; active = well fitted inhibition curve with a large enough effect in the signal ratio, with a control signal flat, not every such curve was filed as active; inconclusive = small, poorly fitted or top-dose-only effect, or effect the other way, or a change in a side signal; inactive = no such curve, though single readings can be large or run the other way; the % refers to the signal ratio; also: % is scaled to controls: 0 for no effect and ±100 for the full control effect
Target sequence (Q9NR56 whole entry, looked up): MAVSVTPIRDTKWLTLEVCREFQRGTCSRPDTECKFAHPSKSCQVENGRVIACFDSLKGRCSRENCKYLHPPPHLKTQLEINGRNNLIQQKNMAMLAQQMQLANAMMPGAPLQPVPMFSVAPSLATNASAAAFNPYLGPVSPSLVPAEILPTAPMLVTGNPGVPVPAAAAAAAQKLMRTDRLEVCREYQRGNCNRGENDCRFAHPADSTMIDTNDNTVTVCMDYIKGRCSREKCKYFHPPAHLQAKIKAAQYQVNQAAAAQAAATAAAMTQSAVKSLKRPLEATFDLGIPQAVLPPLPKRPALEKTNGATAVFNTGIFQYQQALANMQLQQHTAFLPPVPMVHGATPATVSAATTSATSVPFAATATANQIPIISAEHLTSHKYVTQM
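TR-FRET readout: Ex 340 nm, 665/545 nm emission ratio, normalized to buffer-only (basal) and MBNL1-(CUG)12 controls. Complex of MBNL1-His with Biotin-(CUG)12, compounds 92 nM–58 uM, incubated 60 min at room temperature.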
Rab9 prom act: Rab9 promoter activation | Huh7 Rab9 promoter-luciferase reporter, luminescence, 24 h | Potency, µM (titrated, usually from 9.22 µM), for inactives: at the highest dose activation, negative = inhibition, actives largely listed as activators | actives 2.8% (n = 320,000); also: % of control where 0% means no effect; nearly all actives have a fitted effect of over 60% in size
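Huh7 cells stably carrying a Rab9 promoter-luciferase reporter, 1500 cells per well in OP-MEM I with 10% FBS, treated with compound 24 hours at 37C. Luciferase activity read by luminescence after 10 minutes with Amplite reagent.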
FLuc counter: firefly luciferase modulation, counter-screen for miR-21 project | purified FLuc, Km substrates, luminescence inhibition | Potency, µM (titrated, usually from 57.5 µM), for inactives: top-dose activity change, negative = inhibition, usual class: inhibitors | actives 6.9% (n = 360,000) | AID 588342;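 also: plate controls were vehicle for no effect and reference inhibitor for full effect; nearly all actives have a fitted effect of over 55% in size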
Target sequence (P08659 whole entry, looked up): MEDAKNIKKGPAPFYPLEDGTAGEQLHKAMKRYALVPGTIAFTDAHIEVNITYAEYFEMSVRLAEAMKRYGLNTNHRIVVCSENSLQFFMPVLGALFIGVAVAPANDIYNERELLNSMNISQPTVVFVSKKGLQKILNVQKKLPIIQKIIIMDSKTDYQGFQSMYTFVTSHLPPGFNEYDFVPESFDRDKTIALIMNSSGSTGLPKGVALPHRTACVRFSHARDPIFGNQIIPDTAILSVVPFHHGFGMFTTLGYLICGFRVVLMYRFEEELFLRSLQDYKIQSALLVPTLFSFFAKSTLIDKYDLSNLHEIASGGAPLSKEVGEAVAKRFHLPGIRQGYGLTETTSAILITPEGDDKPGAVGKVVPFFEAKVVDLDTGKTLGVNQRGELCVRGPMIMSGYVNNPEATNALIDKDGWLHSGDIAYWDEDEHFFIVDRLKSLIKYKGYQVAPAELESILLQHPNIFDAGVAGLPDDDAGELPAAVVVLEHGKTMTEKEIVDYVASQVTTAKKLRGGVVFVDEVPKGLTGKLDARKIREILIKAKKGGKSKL
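Purified P. pyralis luciferase, 10 nM final, with Km-level 10 uM D-luciferin and 10 uM ATP in 50 mM Tris acetate pH 7.5, 10 mM Mg acetate, 0.01% Tween-20, 0.05% BSA; 6-point qHTS titration about 60 µM downward; luminescence read.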
* hit, by the source's call; ? = inconclusive; . = not tested or not shown; [ ] = dose if it differs, or a comment. Unless noted, calls follow the shape of the dose curve; as a rule, active = well fitted curve in the direction sought with a large enough effect; inconclusive = small, poorly fitted or top-dose-only effect, or another doubt; inactive = no such curve, though single readings can be large; an effect the other way counts as inactive or inconclusive. Potency is read from the fitted curve at half-maximal effect.

SMILES	VP16 counter	BRCA1 expr up	RORgamma inh	p53 reactivator	uPA surface inh	NPC1 promoter act	ELG1 genotoxic	MBNL1-CUG inh	Rab9 prom act	FLuc counter
COc1ccc(/C=C/C(O)=C2/C(=O)NC3(C)CC2c2ccccc2O3)c(OC)c1OC (stereo not given)	-13%	-48%	-20%	4%	?	-3%	?	-6%	1%	-9%
CCOc1ccc2oc(C(=O)NCC(C)(C)CN(C)C)c(C)c2c1	5%	40%	1%	9%	1%	1%	12%	-6%	11%	2%
N#Cc1nc(-c2ccco2)oc1NCCc1ccccc1	?	95%	?	-2%	-8%	9%	3%	16%	8%	?
O=C(NCc1cccnc1)c1cccc(Cl)c1	-1%	-9%	3%	-8%	-10%	0%	17%	5%	2%	0%
COc1cccc(C(=O)OCC(=O)NCC2CCCO2)c1 (stereo not given)	.	-1%	.	-3%	1%	.	3%	.	.	.
COc1ccc(-c2noc3c2-c2nc(-c4ccccc4F)sc2CC3)cc1	1%	-2%	2%	15%	-12%	-8%	-5%	12%	-1%	0%
CCc1ccc(NC(=O)c2cc(Br)ccc2Br)cc1	2%	.	34%	1%	.	-4%	1%	-4%	?	-14%
CCCCCOc1ccc(C(C)(O)C(CN2CCOCC2)c2ccccc2)cc1 (stereo not given)	-8%	-16%	1%	-10%	-5%	-6%	-7%	-2%	-2%	1%
Cc1cc(C)n(/N=C/c2c[nH]c3ccccc23)c(=O)c1	1%	20%	44%	2%	-5%	4%	9%	4%	-2%	2%
Cc1ccc(S(=O)(=O)N2CCC(C(=O)NNC(=O)c3cccnc3)CC2)cc1	-8%	1%	1%	-2%	-1%	-5%	0%	3%	-13%	-1%
O=C(NCC1CC1)c1ccc2c(c1)S(=O)(=O)c1cc(Cl)ccc1C2=O	.	0%	.	-11%	-1%	1%	6%	.	1%	-1%
C=CCn1c(-c2ccc3ncccc3c2)n[nH]c1=S	?	26%	?	1%	3%	0%	-1%	5%	-4%	0%
CCOc1c(Cl)cnn(-c2ccc(C)cc2)c1=O	-6%	-1%	26%	4%	0%	2%	9%	12%	-3%	-5%
O=C(C1CCCO1)N1CCN(C(=S)Nc2ccccc2F)CC1 (stereo not given)	1%	-6%	1%	14%	0%	0%	-2%	3%	2%	2%
Cc1ccc(C)c(S(=O)(=O)Nc2ccc3[nH]c(=O)[nH]c3c2)c1	2%	-19%	44%	-9%	7%	2%	5%	-5%	0%	2%
CC12CCC(C(=O)N(c3ccc(Cl)cc3)C1=O)C2(C)C (stereo not given)	?	6%	19%	3%	3%	-3%	-1%	-12%	-1%	5%
O=C(CSc1nnc(-c2cccc(Br)c2)o1)N1CCNC1=O	.	10µM*	.	22%	-1%	.	?	.	.	.
COc1cccc(C(CC(=O)NCC2CCCO2)NS(=O)(=O)c2ccc(C)cc2)c1OC (stereo not given)	-3%	-2%	1%	-24%	-1%	1%	0%	4%	-2%	2%
O=C1CN(C(=O)CSc2nnc(Nc3ccccc3)s2)c2ccccc2N1	-4%	-10%	2%[10 µM]	-3%	7%	-4%	-1%	.	-4%	?
CC(C)=C(NC(=O)c1ccccc1)C(=O)N/N=C/c1ccc(O)cc1	3%	?	35%	11%	1%	-1%	10%	.	1%	17µM*
O=c1c(-c2ccc3c(c2)OCCO3)coc2cc(O)cc(O)c12	.	?	41%[0.365 µM]	?	-4%	1.8µM*	2.5µM*	0%	?	4.8µM*
O=C(NCc1ccc(Cl)cc1)C(=O)c1c[nH]c2ccccc12	-2%	51%	16%	0%	14%	-1%	2%	10%	6%	-9%
CCOC(=O)c1c[nH]c(=S)n(-c2ccccc2)c1=O	.	-7%	.	4%	-6%	5%	2%	.	-1%	-2%
COc1cc(CN2CCC(n3nccc3NC(=O)C3CC3)CC2)cc(OC)c1	-1%	-20%	0%	-8%	6%	1%	-2%	-2%	-1%	0%
CCOC(=O)C1=C(c2ccccc2)NC(=O)NC1c1ccc(OC)cc1 (stereo not given)	-6%	0%	28%	16%	2%	-4%	2%	-3%	4%	0%
Cc1ccc(-n2c(C)nc3ncnc(-c4ccccc4)c32)cc1	-1%	-10%	?	-7%	-3%	-1%	-4%	5%	0%	1%
CC(C)NC(=O)c1onc(CSc2cccc(Cl)c2)c1C(=O)O	?	0%	?	-1%	-6%	5%	-2%	1%	-5%	?
CC(=NCCN1CCN(C(=S)Nc2ccccc2)CC1)C1=C(O)CC(C)(C)CC1=O	-3%	-27%	7%	-7%	-3%	-6%	-1%	-8%	2%	2%
COc1ccc(CNc2cc([N+](=O)[O-])ccc2OC)cc1	3%	-2%	?	1%	4%	-1%	2%	?	-2%	-2%
NC(=O)c1cc(S(=O)(=O)NCCc2ccc(S(N)(=O)=O)cc2)cs1	-3%	5%	-5%	-20%	?	0%	1%	-2%	-1%	-2%

Quoted at random: 2 compounds from above.
SMILES	VP16 counter	BRCA1 expr up	RORgamma inh	p53 reactivator	uPA surface inh	NPC1 promoter act	ELG1 genotoxic	MBNL1-CUG inh	Rab9 prom act	FLuc counter
COc1cc(CN2CCC(n3nccc3NC(=O)C3CC3)CC2)cc(OC)c1	-1%	-20%	0%	-8%	6%	1%	-2%	-2%	-1%	0%
COc1cccc(C(CC(=O)NCC2CCCO2)NS(=O)(=O)c2ccc(C)cc2)c1OC (stereo not given)	-3%	-2%	1%	-24%	-1%	1%	0%	4%	-2%	2%

An excerpt from above, showing only NPC1 promoter act.
Structure,NPC1 promoter act
CC(=NCCN1CCN(C(=S)Nc2ccccc2)CC1)C1=C(O)CC(C)(C)CC1=O,-6%
Cc1cc(C)n(/N=C/c2c[nH]c3ccccc23)c(=O)c1,4%
N#Cc1nc(-c2ccco2)oc1NCCc1ccccc1,9%
NC(=O)c1cc(S(=O)(=O)NCCc2ccc(S(N)(=O)=O)cc2)cs1,0%
O=C(NCC1CC1)c1ccc2c(c1)S(=O)(=O)c1cc(Cl)ccc1C2=O,1%
O=c1c(-c2ccc3c(c2)OCCO3)coc2cc(O)cc(O)c12,1.8µM*

Next compounds
SMILES	VP16 counter	BRCA1 expr up	RORgamma inh	p53 reactivator	uPA surface inh	NPC1 promoter act	ELG1 genotoxic	MBNL1-CUG inh	Rab9 prom act	FLuc counter
C/C(Cl)=C\CNC(C)c1ccccc1 (stereo not given)	-6%	-2%	-10%	2%	4%	12%	1%	1%	-2%	0%
O=P(c1ccccc1)(c1ccccc1)C(O)c1ccc(Br)cc1 (stereo not given)	7%	-8%	7%[1.91 µM]	1%	-2%	0%	-7%	1%	0%	0%
Cc1ccc(C(C)C)c(OCCN2C(=O)NC(C)(C)C2=O)c1	9%	-3%	4%	-1%	-1%	-1%	-1%	0%	-13%	0%
Cc1cc(C)cc(NC(=O)NN2C(C)CCCC2C)c1 (stereo not given)	-3%	-19%	-3%	2%	24%	-6%	-4%	?	-1%	-7%
O=C(N/N=C(\CC(=O)c1cccs1)C(F)(F)F)c1ccncc1	-29%	-20%	-19%	5%	-16%	2%	5%	?	1%	-4%
Cc1ccc(C)c(SCc2noc(C(=O)NCC3CCCO3)c2C(=O)O)c1 (stereo not given)	-7%	-7%	1%	3%	8%	7%	0%	2%	-7%	-3%
CC(=O)N1c2c(cc(Br)cc2S(=O)(=O)NCc2ccccc2)CC1C (stereo not given)	-2%	-3%	?	0%	1%	-1%	-6%	9%	-4%	-4%
CS(=O)(=O)c1cccc(C(=O)Nc2ccccc2Cc2ccccc2)c1	1%	-23%	33%	-6%	0%	-4%	1%	-3%	4%	3%
COC(=O)c1cc2ccsc2n1CC(=O)N(C)C1CCCCC1	14%	-8%	16%	-2%	0%	1%	-8%	2%	1%	4%
C[C@H](O)CC1=C[C@H](O)[C@@H](C)OC1=O	-4%	-4%	-12%	4%	-1%	1%	0%	-4%	-3%	-1%
CCCOc1ccc(N2CC(C(=O)Nc3ccccc3C(=O)NCc3ccco3)CC2=O)cc1 (stereo not given)	-2%	-10%	17%	-25%	.	-3%	-18%	17%	-3%	2%
CCc1c(C)nc(SCC(=O)N2CCCCC2C)[nH]c1=O (stereo not given)	2%	-1%	-31%	-1%	-2%	0%	?	-16%	-4%	-8%
O=C(CN(C1CCCCC1)S(=O)(=O)c1ccccc1)NCc1ccco1	1%	-1%	25%	6%	-9%	-6%	0%	0%	-1%	7%
C=CCn1c(N)c(C(=O)Nc2ccccc2)c2nc3ccccc3nc21	2%	-12%	-43%	-14%	5%	-8%	?	25%	-1%	0%
CCOC(=O)c1cc(C)n(-c2c(C)n(C)n(-c3ccccc3)c2=O)c1C	-2%	40%	23%	2%	2%	-1%	4%	1%	-3%	-1%

Single values from the results shown:
`CCOC(=O)C1=C(c2ccccc2)NC(=O)NC1c1ccc(OC)cc1` (stereo not given) | MBNL1-CUG inh = -3%
`O=C(CSc1nnc(-c2cccc(Br)c2)o1)N1CCNC1=O` | p53 reactivator = 22%
`COc1cccc(C(CC(=O)NCC2CCCO2)NS(=O)(=O)c2ccc(C)cc2)c1OC` (stereo not given) | BRCA1 expr up = -2%

From PubChem
